# Compound activity: PubChem, several laboratories
# RAM inhibit = inhibitors of the yeast RAM network, primary screen, dse1pr::URA3 reporter, 5-FOA selection; inhibition, % at 50 µM; S. cerevisiae dse1pr::URA3 reporter, 5-FOA growth OD615, 2 d; analog-sensitive cbk1-as2 kinase mutant strain; hit rate 1.8% among 190,000;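 active = inhibition above a set limit, 3 SD over mean compound inhibition, cut at about 8.4% in these data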;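 note: 0% = DMSO-only wells with no growth and 100% = 10 µM 1-NA-PP1 full growth; inhibition rescues growth on 5-FOA so higher OD means more RAM inhibition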
# Lmaj promast = Leishmania major promastigote growth inhibition, primary screen; hit rate 9% among 200,000; inhibition, % at 10 µM; AID 1063, 2008; Leishmania major promastigotes, resazurin fluorescence viability; in the data active = inhibition above about 50%;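 note: promastigotes grown with compound for 44 hours at 28 °C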
# Hsp70 activator = Hsp70 transcriptional activators, primary screen, cell-based, HeLa, Hsp70 promoter luciferase, luminescence, 10 µM; activation, % at 10 µM; HeLa Hsp70 promoter luciferase reporter; scaled: vehicle 0, proteasome-inhibitor control 100%; hit rate 0.04% among 200,000;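 active = activation above the mean across all tested compounds plus 3 SD, cutoff set per campaign, cut at about 5.5% in these data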;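 note: 100% = MG132 at 30 µM as the positive control and 0% = DMSO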
# PMI act satM6P = human PMI activators, high substrate, primary screen, biochemical, fluorescence intensity, near-saturating mannose 6-phosphate. hit rate 0.34% among 190,000. activation factor at 20 µM. Mannose-6-phosphate isomerase (Homo sapiens), P34949. coupled PMI enzyme assay, resazurin fluorescence, 20 min; hits give high values; 1 = untreated enzyme, 0 = substrate-free blank. AID 1216, 2008;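 active = activation factor of 2 or more at 20 µM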
#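 Test system: human phosphomannose isomerase with PGI, G6PDH, diaphorase coupling enzymes; Amount: PMI at 15 ng/mL final; Reagent: Mannose-6-phosphate 1.0 mM (near-saturating) plus 0.22 mM NADP+; Timing: 20 min, room temperature; Technique: resorufin fluorescence at Ex 544/Em 590 nm; Dosing: 20 µM single dose.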
# Redox H2O2 prof = compounds producing H2O2 with reducing agent – biochemical, NIH compound library profiling, artefact control for MLSCN library redox annotation, primary screen. DTT-dependent redox cycling H2O2, phenol red/HRP absorbance; 100% = 100 µM peroxide control, 0% = buffer. activation, % at 10 µM. hit rate 0.03% among 200,000. AID 878, 2007;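 active = activation of at least 50% relative to the plate's high and low controls in the primary single-dose screen; inactive = activation below 50%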;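 note: compound incubated with DTT at 0.8 mM final as the reducing agent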
# HMGR II inh = inhibitors of E. faecalis class II HMGR, primary screen, biochemical, Enterococcus faecalis; hit rate 0.41% among 190,000; purified E. faecalis HMGR, NADPH absorbance 340 nm kinetic; inhibition, % at 10 µM; HMG-CoA reductase (Enterococcus faecalis, mvaE);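 active = inhibition above a set limit, the median over all tested compounds plus 3 SD, cut at about 9.5% in these data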;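 note: enzyme runs in reverse so mevalonate oxidation gives rising NADPH absorbance; 0% = complete reaction with DMSO and 100% = background rate lacking mevalonate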
# PMI act = activators of human PMI, primary screen, biochemical, fluorescence intensity, near-Km mannose 6-phosphate; Mannose-6-phosphate isomerase (Homo sapiens), P34949; purified human PMI, coupled resazurin fluorescence, 20 min; hits give high values; 1 = vehicle control, 0 substrate-free wells; activation factor at 20 µM; hit rate 0.005% among 190,000; AID 1214, 2008;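 active = activation factor of 2 or more at 20 µM, relative to plate controls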
# TNAP inh hiacc = human TNAP enzyme inhibitors, primary screen, biochemical, luminescent, high phosphate acceptor level, uHTS | Alkaline phosphatase, tissue-nonspecific isozyme (Homo sapiens), P05186 | purified TNAP, CDP-star luminescence, 1 M DEA | inhibition, % at 20 µM | hit rate 0.03% among 200,000;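 active = over 50% inhibition of tissue-nonspecific alkaline phosphatase at 20 µM in the single-dose screen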;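 note: plate controls were DMSO wells for no effect and EDTA-quenched wells as full inhibition for full effect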
# Target sequence (P05186 whole entry, looked up): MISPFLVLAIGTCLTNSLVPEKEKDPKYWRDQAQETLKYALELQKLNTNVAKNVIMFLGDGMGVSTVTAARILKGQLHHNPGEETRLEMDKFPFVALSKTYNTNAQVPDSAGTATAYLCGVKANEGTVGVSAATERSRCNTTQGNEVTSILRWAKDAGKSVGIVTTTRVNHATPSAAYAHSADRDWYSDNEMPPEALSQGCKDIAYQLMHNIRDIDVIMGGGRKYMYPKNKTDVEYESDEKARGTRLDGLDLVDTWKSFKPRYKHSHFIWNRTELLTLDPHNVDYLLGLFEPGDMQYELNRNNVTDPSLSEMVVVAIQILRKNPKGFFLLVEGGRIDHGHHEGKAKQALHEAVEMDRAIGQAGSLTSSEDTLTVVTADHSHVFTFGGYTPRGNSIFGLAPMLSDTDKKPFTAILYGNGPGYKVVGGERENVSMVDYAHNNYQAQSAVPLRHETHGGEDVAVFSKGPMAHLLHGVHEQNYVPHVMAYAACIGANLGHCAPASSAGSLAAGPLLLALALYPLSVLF
# S1P3 antagonist = S1P3 receptor antagonists, primary screen, cell-based; CHO S1P3 NFAT-BLA reporter, FRET fluorescence, antagonist mode; inhibition, % at 4.98 µM; hit rate 0.27% among 170,000;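 active = inhibition above the plate cutoff, the mean inhibition of test wells on that plate plus 3 SD, cut at about 28% in these data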;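 note: cells challenged with S1P at its EC80 of 0.8 µM; blue over green emission ratio from cleaved BLA substrate after 4 h stimulation; 0% = S1P-stimulated wells and 100% = unstimulated DMSO-only wells; some compounds past the cut are filed as inactive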
# Target sequence (Q99500 whole entry, looked up): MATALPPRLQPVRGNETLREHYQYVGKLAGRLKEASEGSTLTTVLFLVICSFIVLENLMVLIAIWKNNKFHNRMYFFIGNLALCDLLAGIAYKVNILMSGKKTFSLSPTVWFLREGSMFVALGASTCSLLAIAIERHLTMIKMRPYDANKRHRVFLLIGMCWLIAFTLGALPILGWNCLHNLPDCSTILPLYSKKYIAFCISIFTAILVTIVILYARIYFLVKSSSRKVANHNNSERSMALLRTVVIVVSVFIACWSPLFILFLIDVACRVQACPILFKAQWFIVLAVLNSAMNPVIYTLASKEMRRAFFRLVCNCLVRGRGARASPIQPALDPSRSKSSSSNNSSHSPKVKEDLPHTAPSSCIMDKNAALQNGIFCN
# TNAP inh noacc = human TNAP enzyme inhibitors, primary screen, biochemical, luminescent, no phosphate acceptor, uHTS; Alkaline phosphatase, tissue-nonspecific isozyme (Homo sapiens), P05186; purified TNAP, CDP-star luminescence, 30 min; inhibition, % at 20 µM; hit rate 0.26% among 200,000;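 active = tissue-nonspecific alkaline phosphatase inhibition above about 50% at 20 µM in the single-dose screen, limit read from the data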;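 note: 0% = DMSO negative control and 100% = EDTA positive control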
# * marks the source's active call; other numbers are inactive results; . = no result given.
compound	RAM inhibit	Lmaj promast	Hsp70 activator	PMI act satM6P	Redox H2O2 prof	HMGR II inh	PMI act	TNAP inh hiacc	S1P3 antagonist	TNAP inh noacc
COc1cccc(C(=O)Nc2cc(C)ccc2NC(=O)COc2ccccc2)c1	3.9	-0.3	-0.2	0.9	1.1	-3.4	0.9	-5.9	.	-8.2
CC(=O)Cc1ccccc1OCC(=O)O	0.3	-1.8	-0.3	1.1	2.6	-5.5	1	-3.4	-21.8	-9.2
COc1ccc(OC)c(NC(=O)COC(=O)c2cc3c(s2)CCC3)c1	4.2	-5.6	-0.2	0.9	0.5	-0.3	1	-1.2	-9.2	-5.8
C=C1c2ccccc2NC(=O)N1c1ccc(OC)cc1	-0.1	-0.6	0.9	2.5*	-0.5	-4.2	1.7	-2.6	-11.8	0.5
CC(C)CN(CC(C)C)S(=O)(=O)N1CCC(C(=O)NCc2ccc3c(c2)OCO3)CC1	5.0	17.8	-0.5	1	-0.5	-1.5	1	-0.6	6.7	-3.5
OC(CNCc1ccco1)Cn1c2ccccc2c2ccccc21 (centres undefined)	0.3	6.9	0.1	0.9	4.0	1.4	0.9	-11.6	17.9	-4.1
O=C(CC1SC(=Nc2ccccc2)N(CCc2ccccn2)C1=O)Nc1ccc(F)cc1 (centres undefined)	0.9	40.3	-0.2	0.9	0.4	-4.5	0.8	-0.7	0.6	-14.8
O=C(NCc1ccccn1)C1CC(c2ccc(F)cc2)=NO1 (centres undefined)	1.4	-8.9	-0.1	1	0.2	0.8	1	-6.9	.	-21.8
CCc1nnc(NC(=O)[C@@H](NC(=O)c2cccc(S(=O)(=O)N3CCOCC3)c2)C(C)C)s1	0.0	-2.5	-0.2	1	-3.4	-6.0	1.1	-1.0	.	-7.2
CNC(=O)/C(C#N)=C/c1cn(CC(=O)NCc2ccco2)c2ccccc12	-0.1	1.0	0.9	1	0.4	0.0	1.1	0.4	-17.9	-9.4
C=CCNc1oc(-c2ccc(OC)cc2)nc1C#N	1.5	-2.7	-0.1	0.9	1.1	-2.9	0.9	-0.1	11.2	-8.2
O=c1c(Cc2ccc(F)cc2)c(O)ccn1Cc1ccco1	1.5	-1.8	-0.3	0.9	-0.5	1.4	1	-4.4	-5.8	-3.4
CC(C)c1ccc(NC(=O)C2CCN(S(C)(=O)=O)CC2)cc1	3.2	-3.0	0.0	1	-0.2	-2.2	1	-1.5	-10.4	-7.5
CC1(C)CC(=O)c2cnc(NC(=O)CCc3ccccc3)nc2C1	3.9	17.9	-0.1	1	4.7	1.7	1	-5.2	7.6	-9.8
CCn1c(SCc2ccc(C#N)cc2)nnc1-c1ccc(S(=O)(=O)N2CCCCC2)cc1	1.5	26.9	-0.5	1	-0.2	3.0	0.9	-2.1	5.8	-1.8
Cc1c(C)n(CCC(=O)O)c2ccccc12	1.2	-7.5	0.0	0.7	0.9	1.8	0.9	-1.1	-2.2	-4.0
Cc1cccc(NC(=O)c2oc3c(c2C)C(=O)CC(C)(C)C3)n1	0.9	0.3	-0.1	0.9	-0.8	-6.5	1	-3.6	-43.8	-10.5
CC(C)C(=O)NC(=S)Nc1ccc(CN2CCOCC2)cc1	0.1	9.4	-0.3	1	-0.9	-11.6	1	-3.1	15.7	-7.3
O=C(CCCC(=O)N(CC(=O)NC1CCCC1)Cc1ccccc1Cl)Nc1ccccn1	2.3	3.2	0.0	1.1	0.9	-3.6	1	-8.4	-2.2	-14.3
O=C(CN1CCCN(S(=O)(=O)c2ccc(Br)s2)CC1)Nc1ccc(Cl)cc1	0.9	7.6	-0.4	0.9	-0.1	-4.4	0.8	-4.8	.	1.9
CCC(=O)N1CCN(c2ccc(Cl)cc2NC(=O)c2ccc(N3CCCC3)c([N+](=O)[O-])c2)CC1	3.8	39.0	-0.1	0.8	-0.7	-0.7	0.9	2.1	.	3.0
COc1cccc(/C=C/C(=O)Nc2ccc3nc4n(c(=O)c3c2)CCCC4)c1OC	2.9	19.1	0.2	1.1	-0.6	-1.4	1.2	-3.4	13.6	-4.6
Cc1ccccc1OCC(=O)Nc1ccc(N2CCN(S(C)(=O)=O)CC2)cc1	5.7	-3.3	-0.1	1.1	-1.3	-4.2	1.1	2.4	-22.9	-3.3
CCOc1ccc(N(CC(=O)NN=C2CCN(C)CC2)S(C)(=O)=O)cc1	1.0	45.5	-0.2	1	3.6	-0.9	0.9	-2.4	-4.2	-4.6
Cc1cc(C)cc(C(=O)NCC(=O)OCC(=O)N(C)C2CCS(=O)(=O)C2)c1 (centres undefined)	0.7	-3.2	-0.1	1.1	-0.6	-6.7	1	-2.0	-9.4	5.8
CC(C)(C)c1[nH]nc2c1C(c1ccncc1)C(C#N)=C(N)O2 (centres undefined)	0.5	-2.4	0.4	0.9	1.1	-0.4	0.8	0.9	-26.0	-5.5
Cc1ccc(-c2nc3ncccn3c2Nc2ccc3c(c2)OCCO3)o1	1.1	10.0	-0.2	1	-0.8	2.8	1	-1.8	.	-8.9
CC(=O)c1c(C)[nH]c(C(=O)OCC(=O)NCCc2ccc(F)cc2)c1C	0.1	-0.3	0.1	1	0.3	-7.5	1	-7.6	5.7	-15.0
COc1ccc(CCC(=O)Nc2ccc(N3CCOCC3)cc2)cc1	2.0	2.8	-0.2	0.9	-1.8	-2.1	0.9	-11.8	.	-13.6
Cc1ccc(CN2CCNC(=O)C2CC(=O)NCCCn2cccn2)o1 (centres undefined)	0.5	-6.3	0.9	0.9	-0.2	-3.7	1	-4.3	-15.3	-8.8
Cc1cc(-c2n[nH]c(=S)n2/N=C/c2cccs2)n[nH]1	1.7	-7.3	-0.4	1.1	0.4	-7.3	1	-1.9	-2.8	-45.2
Fc1ccc(OCCCCCN2CCCC2)cc1	0.0	87.1*	-0.3	1	-2.6	-4.4	1	-8.5	.	-12.7
CN(C(=O)c1ccc(COc2ccccc2Br)o1)c1ccccc1	1.8	19.1	0.0	0.9	-0.3	-9.7	0.9	-1.8	-4.1	-4.9
CCNC(=O)CSc1nc2ccccc2c(=O)n1-c1cccc(OC)c1	1.1	-4.6	-0.1	0.9	-2.0	-0.3	0.9	-3.5	10.8	-2.4
CN1CCc2[nH]c3ccc(C(=O)NN)cc3c2C1	0.9	-5.9	0.9	1.1	0.3	-2.9	1.1	-2.8	.	-1.7
Cc1nn(C)c(Oc2cccc(Cl)c2)c1C(=O)Nc1ccc(F)cc1	2.6	7.8	-0.2	1.1	1.7	-1.9	1	-1.8	.	-7.6
CS(=O)(=O)c1ccc(C(=O)NCC2(N3CCCCC3)CCCCC2)cc1	1.1	1.9	-0.4	1	-0.5	-0.7	1.1	-4.7	-16.1	-5.9
CN(C)c1ccc(C=C2C(=O)OC3(CCCC3)OC2=O)cc1	-0.2	-3.5	-0.1	0.9	-0.6	2.7	0.9	-4.1	-1.6	0.9
CCOC(=O)c1csc(NC(=O)COc2ccc(Cl)cc2Cl)n1	0.4	-3.6	-0.2	0.8	-0.5	-3.7	0.8	0.1	6.7	-1.8
CCOC(=O)N1CCN(C(=O)COc2ccc(Cl)c(C)c2)CC1	-0.2	-8.7	0.2	1	-0.8	-2.0	0.9	-0.2	-6.2	2.7
COc1ccc(-c2noc(C(=O)NCc3ccccc3Cl)n2)cc1OC	3.8	-0.3	0.0	1	-0.5	3.0	0.9	-0.5	3.0	-15.0
O=C(NNC(=O)c1sccc1-n1cccc1)c1ccc(Cl)cc1	4.2	18.7	-0.2	0.8	1.2	-2.5	0.9	0.9	.	-15.1
CNC(=O)COC(=O)c1ccc([N+](=O)[O-])cc1Cl	1.6	-3.5	-0.5	0.9	0.2	2.0	0.9	-1.3	-2.5	-6.5
CCCN1CCN(C(=O)c2ccc(Sc3ccc(C)cc3)c(NC(C)=O)c2)CC1	1.2	-3.1	-0.5	1	-0.1	1.8	0.9	3.9	.	-3.8
Cc1cccc(NC(=S)NC2CC3CCC(C2)N3Cc2ccco2)c1 (centres undefined)	2.4	79.5*	-0.1	1	-7.9	1.9	1	-6.3	.	-7.7
COC(=O)CN1C(=O)C(O)(CC(=O)c2ccccc2)c2ccccc21 (centres undefined)	1.1	-6.9	0.5	1	2.4	-4.0	0.9	0.1	27.0	-4.8
COc1cc(OC)cc(C(=O)N2CCN=C2SCc2cccnc2)c1	-0.2	-5.1	-0.3	1	-0.8	2.2	1	-5.9	-27.3	-18.5
C=CCO/N=C(/C)c1ccc(Oc2cnccn2)cc1	2.6	-9.7	-0.5	1	-2.3	-7.4	1	-4.8	-0.1	-16.6
COCCCNC(=S)Nc1ccc(C)cc1[N+](=O)[O-]	0.6	1.6	0.0	0.9	-0.1	-5.0	1.1	-2.4	-10.1	-6.1
Nc1c(C(=O)O)sc2nc(-c3ccccc3)c3c(c12)CCCC3	0.6	-2.3	-0.4	2.2*	0.8	3.5	1.5	2.7	-15.7	2.3
Nn1cc(-c2ccccc2)nc1SCC(=O)NCCc1ccccc1	-0.6	6.9	-0.1	0.9	0.3	-9.9	0.8	-3.3	-0.2	-17.7
O=C1CC(c2ccc(S(=O)(=O)NCCOc3ccccc3)cc2)CN1 (centres undefined)	0.9	-5.7	0.1	1	-3.1	4.1	0.9	-3.9	10.4	-13.0
CCOc1cc([C@@H]2C[C@H]3CN(c4ccccc4)C(=O)[C@]34CCCN24)ccc1OC	1.3	2.3	0.3	0.4	-1.7	6.1	0.8	0.9	-27.7	-4.9
Cc1ccc(/C=C/C(=O)Nc2cc(=O)n(C)c(=O)n2C)o1	-0.6	-5.8	-0.2	1.2	-0.6	-4.1	1.4	-1.3	-5.2	-16.0
CCOc1ccc(-c2nnc(NC3=NCCCCC3)o2)cc1	1.9	28.1	0.4	1	0.1	-0.4	1	-7.1	.	-12.2
c1cc2c3c(cccc3c1)NC1(CCCCCC1)N2	8.2	12.9	-0.3	0.9	0.2	-0.9	0.8	8.6	0.5	-9.0
